EPAC2 antag: antagonists of human EPAC2; Q8WZA2; EPAC2 GEF exchange of Rap1B-BODIPY-GDP, fluorescence; Potency, µM (doses to about 114 µM), inactives show top-dose activity, negative = inhibition, hits mostly inhibitors; hit rate 0.18% among 360,000; AID 720708; note: potency is the fitted concentration of half-maximal effect; % is set by controls: 0 for no effect and ±100 for the full control effect; nearly all actives have a fitted effect of over 45% in size; many of its hits are not listed in these tables
Target sequence (Q8WZA2 whole entry, looked up): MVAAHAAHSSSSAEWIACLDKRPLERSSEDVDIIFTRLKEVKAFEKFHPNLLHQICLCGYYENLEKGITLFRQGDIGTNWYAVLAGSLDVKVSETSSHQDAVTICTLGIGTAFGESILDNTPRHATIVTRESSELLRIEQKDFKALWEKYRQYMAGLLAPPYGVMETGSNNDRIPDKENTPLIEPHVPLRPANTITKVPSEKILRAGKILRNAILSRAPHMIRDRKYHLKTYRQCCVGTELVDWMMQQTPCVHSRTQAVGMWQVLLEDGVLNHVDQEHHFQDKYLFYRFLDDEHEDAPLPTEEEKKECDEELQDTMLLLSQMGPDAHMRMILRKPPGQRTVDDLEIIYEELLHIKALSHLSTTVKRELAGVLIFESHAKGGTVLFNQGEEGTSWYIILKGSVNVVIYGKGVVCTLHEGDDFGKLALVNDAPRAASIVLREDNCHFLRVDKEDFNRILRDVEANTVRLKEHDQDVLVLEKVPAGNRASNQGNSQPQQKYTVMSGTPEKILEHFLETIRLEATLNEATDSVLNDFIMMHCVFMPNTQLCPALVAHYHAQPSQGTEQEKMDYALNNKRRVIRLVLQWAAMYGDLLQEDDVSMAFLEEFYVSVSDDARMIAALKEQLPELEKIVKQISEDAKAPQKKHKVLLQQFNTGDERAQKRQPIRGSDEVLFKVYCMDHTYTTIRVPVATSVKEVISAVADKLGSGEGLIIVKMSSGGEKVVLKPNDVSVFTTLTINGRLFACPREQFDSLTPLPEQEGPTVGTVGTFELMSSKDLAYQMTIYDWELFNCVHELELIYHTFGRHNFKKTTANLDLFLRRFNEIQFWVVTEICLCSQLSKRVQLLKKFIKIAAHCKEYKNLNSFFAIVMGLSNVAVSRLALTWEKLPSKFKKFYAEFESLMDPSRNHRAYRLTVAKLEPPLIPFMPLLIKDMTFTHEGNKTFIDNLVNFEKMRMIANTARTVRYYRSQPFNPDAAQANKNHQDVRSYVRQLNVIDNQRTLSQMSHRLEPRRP
PTHR1 agonist: agonists of human PTHR1 parathyroid hormone receptor; Q03431; HEK293 GP2 PTHR1 cells, GloSensor cAMP luminescence, 1 h; Potency, µM (highest dose often 115 µM), inactives show at the top dose activation, most hits filed as activators; hit rate 0.075% among 410,000; AID 743266; note: potency is the fitted concentration of half-maximal effect; nearly all actives have a fitted effect of over 55% in size; some results filed as inactive show a strong effect at the top dose; inactives centre near -15; many of its hits are not listed in these tables
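HEK-293-derived GP2 cells expressing PTHR1 and a GloSensor cAMP reporter, 3,000/well, plated overnight, given luciferin plus IBMX (each 0.5 mM as added) for 1 h at 37 °C, then compound for 1 h at 37 °C. Luminescence was read after 15 min at room temperature.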
DRD3 agonist: agonists of human D3 dopamine receptor. max activation, %. hit rate 0.58% among 410,000. D3R DiscoveRx beta-arrestin cells, luminescence, 90 min. AID 652048; in the data active = max activation above about 30%; note: 0% is about no effect; mostly tested at two doses, the higher about 12 µM
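Cells at 1500/well, incubated overnight, then treated with pinned compounds (dopamine as control) for 90 min at 37 degrees C. DiscoveRx reagent added for 30 - 60 minutes at room temperature; luminescence read.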
EPAC2 ag: activates human EPAC2 exchange factor | hit rate 0.079% among 360,000 | EPAC2 activation, biochemical qHTS; response scale: 100% = 6.5 mM cAMP response | Q8WZA2 | Potency, µM (top dose mostly 154 µM), without a hit: at the top dose activation, actives largely listed as activators; note: potency is the fitted concentration of half-maximal effect; nearly all actives have a fitted effect of over 50% in size
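qHTS, titration series. 100 nM EPAC2 / 250 nM Rap1B-BODIPY-GDP / 50 uM GDP; RT; ex 480/em 540 nm, 5-min reads to 30 min. Norm. to 6.5 mM cAMP = activation.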
CCT chaperon mod: changes cytosolic chaperonin activity; hit rate 0.3% among 360,000; purified chaperonin ATPase assay, HTRF ADP detection, 30 min; activity change, % (test concentration not listed), hits read low; in the data active = activity change below about -30%; note: % is set by controls: 0 for no effect and ±100 for the full control effect
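Nucleotide hydrolysis assay: TRiC at 20–40 nM final (set by batch activity) with 10 uM ATP, 30 min at 37 °C, in presence of 76 uM compound. Detection by competitive ADP HTRF, 30 min ambient.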
MmCpn inh: inhibitors of Methanococcus maripaludis chaperonin (MmCpn) | Potency, µM (titrated, usually from 76.9 µM), inactives show at the highest dose activity, negative = inhibition, usual class: inhibitors | purified Mm-Cpn ATPase, ADP Transcreener TR-FRET | hit rate 0.031% among 330,000; note: potency is the fitted concentration of half-maximal effect; % is set by controls: 0 for no effect and ±100 for the full control effect; nearly all actives have a fitted effect of over 80% in size
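Compound-treated chaperonin, 25 nM final, turns over 10 uM ATP at 37°C for 30 min following a 10 min preincubation; ADP generated competes with ADP-d2 for Eu-cryptate antibody, lowering FRET.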
D3 antag: blocks the human D3 dopamine receptor; P35462; D3R cells, DiscoveRx beta-arrestin luminescence, antagonist mode; active compounds read low; max response, negative = inhibition, %; hit rate 2.5% among 360,000; in the data active = max response below about -50%; inconclusive = no clear call, values can overlap the other calls; note: % is set by controls: 0 for no effect and ±100 for the full control effect; mostly tested at two doses, the higher about 12 µM
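Cells expressing the human receptor were seeded at 1500 cells/well, incubated overnight at 37 degrees C in 5% CO2, then exposed to library compounds with dopamine controls for 90 minutes at 37 degrees C before luminescent detection.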
Akt phos inh: inhibitors of Akt phosphorylation; Neuro2A IGF-stimulated pAkt S473 HTRF, 20 min; active compounds read low; activity change, % for hits at 50 µM; hit rate 0.32% among 360,000; AID 651550; in the data active = activity change below about -80%; inconclusive = mostly about -51% to -80%; note: % is set by controls: 0 for no effect and ±100 for the full control effect
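Single-point screen (50 µM final compound) in Neuro2A cells stimulated 20 min with 6 nM IGF at 37 deg C. After lysis, Ser473-phosphorylated Akt read by HTRF (ex 330 nm, em 615/665 nm) as the 665/615 ratio.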
The depositor's hits bear a star; i = inactive; ? = inconclusive; / = not tested or not shown; & = joins results of further samples; [ ] = another dose, or the depositor's remark. Unless noted, calls come from the whole dose curve; as a rule, active = well fitted curve in the direction sought with a large enough effect; inconclusive = small, poorly fitted or top-dose-only effect, or another doubt; inactive = no such curve, though single readings can be large; an effect the other way counts as inactive or inconclusive. Only part of the results is shown (hit frequency here may not be typical).

1) Cc1ccc(S(=O)(=O)N2CCCN(c3nccc(C(F)(F)F)n3)CC2)cc1
2) Cc1ccc(OCCNC(=O)C2CC(=O)N(Cc3ccccc3)C2)cc1 (centres undefined)
3) O=C(CC1SCCNC1=O)Nc1cccc([N+](=O)[O-])c1 (centres undefined)
4) COc1cc(OC)c2ccc(=O)oc2c1C(CC(=O)N1CCCC(C)C1)c1ccc2c(c1)OCO2 (centres undefined)
5) COC(=O)C1=C(C)N(Cc2ccc(OC)c(OC)c2)C(=O)C1
6) O=C1NCCN(Cc2ccc(-c3ccccc3)cc2)C1CC(=O)N1CCN(CCO)CC1 (centres undefined)
7) CCN(CC)c1ccc(/C=N/NC(=O)c2nnn(-c3nonc3N)c2-c2ccc(C)cc2)cc1
8) CC1(C)CC(=O)C=C(Nc2ccc(O)cc2)C1

Assay by compound,1,2,3,4,5,6,7,8
PTHR1 agonist,-18%,i,-2%,i,-5%,-12%,-5%,i
Akt phos inh,i,i,i,i,i,i,/,i
EPAC2 ag,10%,-8%,10%,1%,4%,10%,-1%,3%
EPAC2 antag,-20%,-3%,5%,?,11%,0%,-5%,-4%
D3 antag,-5,4,-24,-4,9,-9,-16,-11
CCT chaperon mod,-0.9,-11,-2.4,-1.3,-1.7,0.0,-1.0,-1.5
MmCpn inh,1%,-1%,0%,-1%,0%,4%,-7%,/
DRD3 agonist,-1,5,0,-25,1,1,-5,5

Complete entries, looked up by structure. Screens in order: PTHR1 agonist, Akt phos inh, EPAC2 ag, EPAC2 antag, D3 antag, CCT chaperon mod, MmCpn inh, DRD3 agonist
`O=C(CC1SCCNC1=O)Nc1cccc([N+](=O)[O-])c1` (centres undefined) across the screens: -2%, i, 10%, 5%, -24, -2.4, 0%, 0
`CC1(C)CC(=O)C=C(Nc2ccc(O)cc2)C1` across the screens: i, i, 3%, -4%, -11, -1.5, /, 5
`COC(=O)C1=C(C)N(Cc2ccc(OC)c(OC)c2)C(=O)C1` across the screens: -5%, i, 4%, 11%, 9, -1.7, 0%, 1
`COc1cc(OC)c2ccc(=O)oc2c1C(CC(=O)N1CCCC(C)C1)c1ccc2c(c1)OCO2` (centres undefined) across the screens: i, i, 1%, ?, -4, -1.3, -1%, -25

(next part)
9) N#CC1=C(N)Oc2nc[nH]c(=O)c2C1c1cccs1 (centres undefined)
10) Cc1cccc(OCC(=O)N(C)CCc2ccccn2)c1
11) COc1ccc(S(=O)(=O)NCC(=O)N(CC(=O)NC(C)(C)C)Cc2cccs2)cc1
12) Cc1noc(C)c1NC(=O)Nc1ccc2c(c1)C(=O)N([C@@H](C)CO)C[C@@H](C)[C@H](CN(C)C(=O)Nc1cccc3ccccc13)OCCCC[C@H](C)O2
13) Fc1ccccc1NC(=S)N1CCN(C/C=C/c2ccccc2)CC1
14) COc1ccc(N(C)C(=O)c2ccc3snnc3c2)cc1
15) CCN1C(=NCCc2ccc([N+](=O)[O-])cc2)N[C@@H](c2ccccc2)[C@H](C(=O)OC)[C@H]1C
16) C[C@H](CO)N1C[C@H](C)[C@@H](CN(C)Cc2ccc(Cl)c(Cl)c2)Oc2c(NC(=O)CCC(F)(F)F)cccc2C1=O

Assay by compound,9,10,11,12,13,14,15,16
PTHR1 agonist,i,-3%,i,-15%,-36%[inhibitor],i,-20%,i
Akt phos inh,i,i,i,i,i,i,i,i
EPAC2 ag,2%,10%,-1%,6%,3%,7%,10%,3%
EPAC2 antag,10%,14%,5%,4%,-25%,-14%,5%,?
D3 antag,13,21,-15,-24,?,6,?,0
CCT chaperon mod,-1.0,1.6,2.5,-1.0,-2.2,-1.2,-2.8,0.0
MmCpn inh,-2%,-1%,0%,/,0%,-4%,-6%&1%,-4%
DRD3 agonist,-2,-16,-8,-10,2,4,-11,-4

17) COC(=O)c1ccc(COc2ccc(C3C4=C(CCCC4=O)Nc4onc(C)c43)cc2)cc1 (centres undefined)
18) COc1ccccc1OCC(=O)Nc1ccc2c(c1)n(C)c(=O)n2C
19) CCOc1ncccc1C(=O)OCc1ccc([N+](=O)[O-])cc1
20) CC1CN(c2cc(-c3ccccc3)c3ccccc3n2)CC(C)O1 (centres undefined)
21) COc1ccc(/C=C/C(=O)N2CCNC(=O)C2)c(OC)c1
22) O=C(CSc1oc(-c2ccccc2)nc1S(=O)(=O)c1ccccc1)NCC1CCCO1 (centres undefined)
23) CCC(=O)Nc1nnc(SCCOC)s1
24) CC1CCN(C(=O)COC(=O)Cn2cnc3ccccc32)CC1

Assay by compound,17,18,19,20,21,22,23,24
PTHR1 agonist,-21%[57.5 µM],i,-22%,-11%,?,-15%,i,-57%[inhibitor]
Akt phos inh,i,i,i,i,i,i,i,i
EPAC2 ag,17%,3%,7%,5%,10%,2%,7%,-9%
EPAC2 antag,5%,13%,0%,2%,0%,-3%,0%,-3%
D3 antag,0,13,-8,14,-11,5,-4,0
CCT chaperon mod,-1.3,0.6,-5.0,-1.3,-0.5,1.9,-4.9,3.1
MmCpn inh,1%,0%,2%,3%,2%,1%,-2%,0%
DRD3 agonist,-11,10,-11,2,-2,2,-2,-4

25) COc1ccc(OCCSc2nnc(-c3ccoc3C)n2C)cc1
26) Cc1ccc(-n2cccn2)c(CN2CCCC(C(=O)c3sccc3C)C2)c1 (centres undefined)
27) O=C(COc1ccccc1)N=C1SC2CS(=O)(=O)CC2N1c1ccccc1 (centres undefined)
28) O=C(COC(=O)/C=C/c1cccc(F)c1)NNC(=O)c1ccccc1
29) CCCCN1C(=O)C(CC(=O)NCc2cccs2)CC(C(=O)N(CC)CC)=C1C (centres undefined)
30) Cc1ccc(C(=O)OCC(=O)Nc2nc(-c3ccccc3)cs2)cc1NC(=O)c1ccco1
31) COc1ccc(CCN2C(=O)c3[nH]nc(-c4ccccc4O)c3C2c2cccc(Cl)c2)cc1 (centres undefined)
32) O=C(COC(=O)c1ccc(O)cc1O)NC(=O)NCc1ccccc1

Assay by compound,25,26,27,28,29,30,31,32
PTHR1 agonist,-6%[57.5 µM],i,-9%,i,-17%,-75%[inhibitor],-5%[57.5 µM],-13%
Akt phos inh,i,i,i,i,i,i,i,i
EPAC2 ag,15%,7%,-3%,12%,16%,11%,10%,8%
EPAC2 antag,-5%,?,0%,0%,-2%,-4%,-14%,-2%
D3 antag,-10,-76*,6,4,-6,24,12,-3
CCT chaperon mod,-6.2,-1.1,1.4,2.4,0.2,-3.7,0.0,0.0
MmCpn inh,2%,0%,1%,0%,/,-10%,1%,0%
DRD3 agonist,-10,-14,-2,-1,-6,17,6,5

33) COc1ccc2oc(=Nc3cc(F)ccc3F)c(C(N)=O)cc2c1
34) COc1ccccc1Oc1cc(C#N)c(C#N)cc1-n1nnc2ccccc21
35) COCCN(Cc1ccccc1)C(=O)C1CCN(S(=O)(=O)c2ccc3c(c2)OCCO3)CC1
36) COc1ccc2nc(SCC(=O)N(C)C3CCCCC3)c(C#N)cc2c1
37) NC(=O)CC(NC(=O)Cc1ccc(Cl)cc1)c1ccc(NCC2CC2)c([N+](=O)[O-])c1 (centres undefined)
38) Cn1c2ccccc2c(=O)c2c(=O)n(Cc3ccccc3)c(-c3ccc(F)cc3)nc21
39) Cc1cc(OCCn2cncn2)ccc1[N+](=O)[O-]
40) O=C(CCCCCNC(=O)c1ccccc1)N/N=C/c1ccc(F)cc1

Assay by compound,33,34,35,36,37,38,39,40
PTHR1 agonist,-70%[inhibitor],i,-17%,i,-3%,-36%[inhibitor],?,i
Akt phos inh,i,i,i,i,i,i,i,i
EPAC2 ag,-9%,11%,4%,7%,-7%,4%,5%,6%
EPAC2 antag,0%,11%,-9%,0%,3%,10%,2%,-5%
D3 antag,9,-15,-1,9,-11,-12,-4,16
CCT chaperon mod,-0.4,1.9,1.1,-1.8,2.9,2.7,-0.7,-2.4
MmCpn inh,2%,0%,1%,-30%,0%,-1%,-2%,1%
DRD3 agonist,15,-12,2,-4,-2,10,-3,7

41) COc1ccc(NC(=O)CCc2c(C)nc3nc(CNC(=O)c4cccc(F)c4)nn3c2C)cc1OC
42) CCn1cc(C(=O)NCCCOC(C)C)c2cc(OC)c(OC)cc2c1=O
43) COCCCNCCOCCSc1ccc(Cl)cc1
44) CC(C)N(Cc1ccccc1)C(=O)COC(=O)C1CCN(S(=O)(=O)c2ccc3c(c2)OCCO3)CC1
45) CCN(CC)C(=O)C1CCN(Cc2ccc(Br)cc2)CC1
46) CCOC(=O)Cc1cc(=O)n2[nH]c(-c3ccc(Cl)cc3)cc2n1
47) CCOC(=O)C1C(=O)CC(C)(O)C(C(=O)OCC)C1c1ccc(SC)cc1 (centres undefined)
48) C(=C\c1ccccc1)/CSc1nnc(-c2cccnc2)n1Cc1ccco1

Assay by compound,41,42,43,44,45,46,47,48
PTHR1 agonist,i,-19%[57.5 µM],i,-10%,i,i,i,i
Akt phos inh,i,i,i,i,i,i,i,/
EPAC2 ag,7%,-3%,12%,12%,9%,6%,4%,6%
EPAC2 antag,-3%,3%,-3%,5%,-1%[57.1 µM],10%,-6%,1%
D3 antag,-8,21,-68*,-14,?,15,-23,-17
CCT chaperon mod,-1.3,-2.2,-2.3,1.5,-1.0,0.1,-0.7,0.5
MmCpn inh,1%,1%,2%,1%,4%,-1%,-1%,1%
DRD3 agonist,0,2,-31,-16,-8,2,-2,-4

49) CCn1c(CSc2nc3ccccc3s2)n[nH]c1=S
50) Cc1cccc(N2CC(C(=O)Nc3nc4ccc(S(C)(=O)=O)cc4s3)CC2=O)c1C (centres undefined)
51) CSc1ncccc1C(=O)OCC(=O)C(C)(C)C
52) O=C(COC(=O)CCc1ccc(S(=O)(=O)N2CCOCC2)cc1)Nc1ccccc1[N+](=O)[O-]
53) CCCCN1C(=O)C(CC(=O)NCc2ccco2)CC(C(=O)N(C(C)C)C(C)C)=C1C (centres undefined)
54) CCCCCCN(CCCCCC)C(=O)Cc1c(-c2ccc(F)cc2)[nH]c2ccccc12
55) CCOC(=O)N1CCN(C(=O)CCCCn2c(=S)[nH]c3ccsc3c2=O)CC1

Assay by compound,49,50,51,52,53,54,55
PTHR1 agonist,-1%,6%,-4%,19%,i,-20%,-23%
Akt phos inh,i,i,i,i,i,i,i
EPAC2 ag,8%,2%,2%,10%,3%,0%,-2%
EPAC2 antag,7%,-2%,-3%,-5%,3%,-16%,14%
D3 antag,-53*,3,1,3,19,42,14
CCT chaperon mod,-9.3,-1.5,-0.1,-2.2,1.5,1.1,0.9
MmCpn inh,-2%,-3%,-2%,0%,/,-1%,2%
DRD3 agonist,-1,2,16,-5,5,17,-4

Compound activity: PubChem, National Center for Advancing Translational Sciences (NCATS)
